RmlC RmlD mix – RmlC/RmlD inhibition, mixture screen. RmlC/RmlD coupled enzyme inhibition, 384-well mixture HTS. inhibition, % at 5.5 µM. 0.39% of 110,000 active. AID 1532; in the data active means inhibition above about 30%, passing the limit was not always enough; inconclusive means no clear call, values can overlap the other calls; further: strong numbers were not always called active
RT RNaseH block – blocks HIV-1 RNase H cleavage of RNA/DNA duplex; P04585; RT-RNase H RNA/DNA duplex cleavage, fluorescence; inhibition, % at 10 µM; 1.9% of 65,000 active; AID 565; in the data active means inhibition above about 50%
Starred values were filed as active, the others as inactive; ? = inconclusive; . = not tested or not shown. This is a subset (hit frequency here may not be typical).

item	Compound	RmlC RmlD mix	RT RNaseH block
1	Clc1nc(-c2n[nH]nc2Cl)n[nH]1	-8.6	.
2	Cc1cc(NC(=O)CSc2nc3ccccc3c(=O)n2CCCC(=O)NCc2ccco2)n[nH]1	2.9	-2.1
3	COc1cc(NC(=O)C2CCCC2)c(OC)cc1Cl	.	-6.2
4	COc1ccc(C=C2C(=O)N(C)C(=O)N(C)C2=O)cc1CSc1ccccn1	10.0	.
5	CCn1nc(NC(=O)c2ccncc2)c2cc3ccc(C)cc3nc21	11.8	0.1
6	O=C(NCc1ccccn1)c1cccs1	-7.7	-6.8
7	COc1ccc(C(=O)Nc2ccc(N3CCN(c4ccc(OC)cc4)CC3)c(C#N)c2)cc1	26.2	38.3
8	CC(C)NC(=O)c1cccc(Cn2cc(Cl)cn2)c1	-13.7	-12.3
9	CCN(CC)CCN1C(=O)C(O)=C(C(=O)c2sc(C)nc2C)C1c1cccnc1 (centres undefined)	-40.0	3.5
10	CC(C)(O)C(=O)NN(C(=O)c1ccccc1)c1cccc(Br)c1	-11.8	.
11	CC(=O)Oc1cc2c(C(C)=O)coc2c2ccccc12	17.1	-10.6
12	CCOC(=O)c1sc2nc(N3CCOCC3)c3c(c2c1N)CCN(Cc1ccccc1)C3	4.7	.
13	CCN(CC)S(=O)(=O)c1cccc(-c2nnc(SCc3nnc(-c4ccccc4)o3)n2C)c1	-12.8	.
14	CC(C)(C)c1ccc(N2C(=O)Cc3c2nc(N)c(C#N)c3N)cc1	-12.1	.
15	CC(CCc1ccccc1)NC(=O)CN1CCN(Cc2ccccc2)C1=O (centres undefined)	19.2	5.3

Single records, as listed above. Order of screens: RmlC RmlD mix	RT RNaseH block
`COc1cc(NC(=O)C2CCCC2)c(OC)cc1Cl` in the list: .	-6.2
`CCn1nc(NC(=O)c2ccncc2)c2cc3ccc(C)cc3nc21` in the list: 11.8	0.1
`O=C(NCc1ccccn1)c1cccs1` in the list: -7.7	-6.8

Rewritten screen by screen: part of the list above
10) CC(C)(O)C(=O)NN(C(=O)c1ccccc1)c1cccc(Br)c1
11) CC(=O)Oc1cc2c(C(C)=O)coc2c2ccccc12
12) CCOC(=O)c1sc2nc(N3CCOCC3)c3c(c2c1N)CCN(Cc1ccccc1)C3
13) CCN(CC)S(=O)(=O)c1cccc(-c2nnc(SCc3nnc(-c4ccccc4)o3)n2C)c1
14) CC(C)(C)c1ccc(N2C(=O)Cc3c2nc(N)c(C#N)c3N)cc1
15) CC(CCc1ccccc1)NC(=O)CN1CCN(Cc2ccccc2)C1=O (centres undefined)

entry no.,10,11,12,13,14,15
RmlC RmlD mix,-11.8,17.1,4.7,-12.8,-12.1,19.2
RT RNaseH block,.,-10.6,.,.,.,5.3

More results follow.
item	Compound	RmlC RmlD mix	RT RNaseH block
16	CCCCC1(C)NC(=O)c2c(C)sc(C(=O)OCC)c2N1 (centres undefined)	15.4	.
17	Cn1c(SCC(=O)O)nc2ccccc2c1=O	-9.4	0.7
18	CCOc1ccccc1OCC(=O)NCc1ccco1	-10.1	6.2
19	C=CCNc1nnc(C)c2ccccc12	-12.0	-7.2
20	CCC(=O)Nc1cc2nn(-c3ccc(OC)cc3)nc2cc1C	-21.8	6.0
21	COc1ccccc1CNC(=O)c1ccc(SC)cc1OC	-14.6	.
22	CCCn1nnc(NC(=O)c2cc(Br)cc(Br)c2OC)n1	-6.6	-3.7
23	CC1=C(C(=O)Nc2ccc(F)cc2)C(c2cccc(C)c2)n2nc(CCCO)nc2N1 (centres undefined)	7.3	-6.2
24	CCCCN=CC1=C(O)C(C(=O)OC)C(C)(C)CC1=O (centres undefined)	-13.4	-7.6
25	CCOC(=O)c1sc2nc(C(C)C)c3c(c2c1N)CC(C)(C)OC3	18.6	.
26	CC1(C)C2CC=C(CN3CCC(O)CC3)C1C2 (centres undefined)	-9.0	-4.1
27	CC(C)(C)c1ccc(Cn2nnc3c(=O)[nH]c(C4CCCN(C(=O)Cc5cccs5)C4)nc32)cc1 (centres undefined)	-6.1	-29.5
28	Cc1ccc(S(=O)(=O)N(C)c2ccc(N)cc2)cc1	-20.7	.
29	COc1ccc(CNC(=O)CN(c2cc(C)cc(C)c2)S(=O)(=O)c2c(C)noc2C)cc1	-3.2	-6.0
30	CC(=O)NC1CSCC1OC(C)=O (centres undefined)	-14.8	-8.1

Looked up above:
Value for #28 under RmlC RmlD mix: -20.7
Value for #26 under RmlC RmlD mix: -9.0
Value for #4 under RmlC RmlD mix: 10.0

Other structures.
item	Compound	RmlC RmlD mix	RT RNaseH block
31	CCOC(=O)N1CCN(C(=O)CCc2c(C)nc3c(c(C)nn3-c3ccc(C)c(C)c3)c2C)CC1	-3.0	-10.9
32	COc1ccc(C(=O)NC(Nc2ccccc2)C(Cl)(Cl)Cl)cc1 (centres undefined)	-11.3	.
33	COC(=O)C1=C(c2cc3ccccc3s2)C[C@@H]2CC[C@H]1N2C(=O)NCc1ccco1	14.0	.
34	O=C(Nc1nnc(-c2ccccc2)o1)Nc1ccccc1Cl	.	5.5
35	CCOc1cc(N2CCOCC2)c(OCC)cc1NC(=O)Cc1ccc(OC)c(OC)c1	.	13.1
36	Cc1nc(SCC(=O)N2CC(=O)Nc3ccccc32)c2c(C)c(C)sc2n1	-7.4	.
37	CC(C(=O)NC1CCCC1)N(Cc1ccco1)C(=O)c1snc(C(=O)NC2CCCC2)c1N (centres undefined)	-0.9	6.3
38	N#CC1=C2Nc3ccccc3N2C(=O)NC1(c1ccccc1)C(F)(F)F (centres undefined)	37.4	.
39	COc1ccc(C(=O)c2nc3c(n2O)CCCC3)cc1OC	-8.3	.
40	Cc1noc(C(=O)NCc2ccc(F)cc2)c1Cl	5.8	.
41	O=S(=O)(Nc1ccc(S(=O)(=O)Nc2ccccc2)cc1)c1ccccc1	126.3	.
42	O=C(C1=C(O)C(=O)N(CC2CCCO2)C1c1cccnc1)c1ccco1 (centres undefined)	-8.1	-7.6
43	CN(C)S(=O)(=O)c1cccc(C(=O)OCC(=O)Nc2ccccc2OC(F)F)c1	-0.2	-5.6
44	Cc1cc(C)n(CC2CC(=O)N(c3cc(Cl)cc(Cl)c3)C2=O)n1 (centres undefined)	.	4.3
45	O=C(COc1ccccc1)NCC1CCCO1 (centres undefined)	-2.8	.
46	COc1ccc(C(=O)C(CN2CCOCC2)c2ccccc2)cc1F (centres undefined)	-5.3	-8.9
47	COc1cc(C(=O)NCC(c2ccco2)N2CCCC2)ccc1OCc1c(C)noc1C (centres undefined)	7.6	0.2
48	CCn1c(=O)cc(OCC(=O)Nc2ccccc2N2CCN(C)CC2)c2ccccc21	2.9	-10.5
49	Cc1ccccc1OCC(=O)N/N=C/c1cc2ccccc2nc1Cl	9.8	.
50	COc1cc(CNC(C)c2ccccc2)c(Br)cc1OCC(N)=O (centres undefined)	12.1	.
51	O=c1c2ccccc2[nH]c(=S)n1CCN1CCN(Cc2ccccc2)CC1	4.1	-0.9
52	Cc1ccc(C(=O)Nc2sc3c(c2C(=O)NCc2ccco2)CCCC3)cc1	-250.7	.
53	Cc1cc(NC(=O)C2CCCN(S(=O)(=O)c3c(C)noc3C)C2)no1 (centres undefined)	1.9	-1.3
54	Cc1cc(C)c(C#N)c(SCC(=O)NC(C)(C)C)n1	6.8	.
55	COc1ccc(OC)c2c1CCC2=O	11.3	6.6
56	COc1ccc(Cn2c(O)c(C=NCCN3CCOCC3)c(=O)[nH]c2=O)cc1	7.8	-6.3
57	Cc1ccc2cc(C#N)c(NCc3ccco3)nc2c1	2.8	3.8
58	CC1CCCC(C)N1Cc1cn2ccccc2n1 (centres undefined)	-8.0	-3.1
59	Cc1ccc(Oc2ccc3c(c2)C(=O)N(c2ccc(S(=O)(=O)Nc4nccs4)cc2)C3=O)cc1	6.3	.
60	Cc1onc(-c2ccccc2)c1C(=O)Nc1ccc(OC(C)C)cc1	-19.2	-11.5
61	CC1(N2CCCCC2)CC2(O)C(=[N+]1[O-])CCC/C2=N\O (centres undefined)	.	1.4
62	O=C1c2ccccc2S(=O)(=O)c2cc(N3CCN(C(=O)c4ccccc4)CC3)ccc21	9.5	.
63	CCOC(=O)c1c(C)n(CCNC(C)=O)c2ccc(OC)cc12	40.2	.
64	CC1(c2nnc(-c3ccc(F)cc3)o2)CC(c2ccncc2)=NO1 (centres undefined)	-9.0	.
65	COCCNC(=O)C1=C(N)C(C(=O)Nc2ccc(C)c(S(=O)(=O)N3CCCCC3)c2)SC1=Nc1ccc(C)cc1C (centres undefined)	-10.9	.
66	CC(C(=O)NCc1ccc2c(c1)OCO2)N(c1ccccc1)S(C)(=O)=O (centres undefined)	16.1	-20.8
67	Cc1ccc(NC(=O)/C(C#N)=C/c2ccc(C)s2)c(C)c1	-7.5	.
68	CCCNC(=S)NC1CC2CCC(C1)N2Cc1ccccc1 (centres undefined)	6.0	.
69	COC(=O)CN(c1cccc(C(C)=O)c1)S(C)(=O)=O	-20.7	-3.6
70	Cc1sc2nc(CN3CCCC3)nc(N3CCC(C(N)=O)CC3)c2c1C	4.1	.
71	O=C(Nc1cccc(-c2nc3cc(Cl)ccc3o2)c1)C1CCCO1 (centres undefined)	-15.2	-14.9
72	O=C(NCc1cccs1)c1cccc(Nc2nc3ccc(Br)cc3[nH]2)c1	1.2	.
73	CC1CCCC(NC(=O)CSc2ncccc2C(=O)O)C1C (centres undefined)	-0.4	-8.8
74	COc1ccc(N(CC(=O)Nc2cccc(C(=O)O)c2)S(=O)(=O)c2c(C)noc2C)cc1	-0.8	-13.9
75	Cc1nnc(SCC(=O)Nc2ccc(S(=O)(=O)N3CCCC3)cc2)n1N	-4.0	3.7
76	O=C(Cn1c(=O)[nH]c2ccsc2c1=O)N1CCN(c2ccc(F)cc2)CC1	0.9	-3.7
77	O=C(N1CCCCC1)C1(c2ccccc2)CCOCC1	-10.9	0.1
78	CC1CCCC(C)N1CCNC(=O)Nc1ccc(Cl)cc1 (centres undefined)	-11.1	.
79	O=C1/C(=C/c2cccnc2)Sc2ccccc21	3.7	.
80	CC1(c2nnc(-c3ccncc3)o2)CC(c2ccc([N+](=O)[O-])cc2)=NO1 (centres undefined)	9.4	.
81	CC(C)(C)Cc1nc(-c2ccccn2)no1	-53.5	-9.8
82	O=C(Nc1ccccc1C(=O)NCc1ccccc1)c1ccco1	11.2	6.9
83	CC(C)CCn1c(=O)c2ccccc2n2c(COC(=O)c3ccc(S(=O)(=O)N(C)C)cc3)nnc12	.	2.5
84	CC1CCC(C(=O)NC(C(=O)NCc2cccnc2)C(C)C)CC1 (centres undefined)	9.3	.
85	O=C(CN1CCSCC1)c1c[nH]c2ccccc12	-10.4	.
86	N#Cc1c(-c2ccc(Cl)cc2)ccn2nc(CCC(=O)O)nc12	5.1	.
87	CCC(=O)n1nc(-c2ccc(OC)cc2)nc1SC	4.9	.
88	COc1ccc(-c2cc3nc4n(c(=O)c3s2)CCC4)cc1	49.7*	-44.3
89	CC1(C)Cc2noc(N)c2C(C)(C)N1O	-5.2	-5.2
90	ONC(=Nc1ccccc1)c1ccccc1Cl	0.7	.

Next section:
item	Compound	RmlC RmlD mix	RT RNaseH block
91	O=C(CCC(=O)c1cccs1)Nc1nnc(C2CC2)s1	5.6	-9.7
92	Clc1ccc(-c2nnc(NC3=NCCCCC3)o2)cc1	-15.0	-1.4
93	Cc1ccc(NC(=O)CS(=O)CC(=O)NCCCc2ccccc2)cc1Cl (centres undefined)	-3.5	.
94	O=C(CCS(=O)(=O)c1cccs1)NC1CCCCCC1	-0.9	-2.4
95	O=C1N[C@@H](Cc2ccccc2)C(=O)N2[C@H]1C[C@H]1c3ccccc3N(OOSc3ccccc3)[C@H]12	-6.2	.
96	N#Cc1cc(-c2ccccc2)cnc1Sc1ccccc1	-5.2	.
97	CCO[C@H]1OC(C(=O)NCc2ccccc2)=C[C@@H](c2coc3ccccc3c2=O)[C@@H]1CCCO	1.2	.
98	Cc1nc2sccc2c(=O)n1-c1ccccc1Cl	-4.4	.
99	CN1CCN(CCCNC(=O)Nc2cccc3ccccc23)CC1	.	17.8
100	CCOC(=O)C1C(=O)NC(c2ccccc2)=NC1c1ccccc1 (centres undefined)	4.0	.
101	Cc1ccc2c([N+](=O)[O-])c(C)ccc2n1	?	.
102	COC(=O)c1cccc(C(=O)Nc2ccc(C)cc2Br)n1	.	-4.0
103	CN(C)c1nc2ccc(OCCN3CCCCC3)cc2s1	14.8	-7.5
104	Cc1ccc(C)c(N2CCN(C(=O)c3cc4ccccn4n3)CC2)c1	6.0	-5.4
105	CC(C)C(=O)Nc1ccc(C(=O)N2CCCCCC2)cc1	-2.6	.
106	CCOC(=O)c1ccc(Nc2nc(C(=O)OCC)nc3ccccc23)cc1	-23.0	.
107	CCN(CC)S(=O)(=O)c1ccc(Oc2ccccc2)cc1	2.6	.
108	O=C(Nc1cccc(F)c1)/C(=C\c1ccco1)NC(=O)c1cccs1	?	.
109	O=C(N/N=C/c1c(Nc2cccc(C(F)(F)F)c2)nc2ccccn2c1=O)c1ccccc1	-8.7	.
110	CCOC(=O)c1[nH]c(C)c(C(=O)N2CCc3ccccc32)c1C	6.1	-23.0
111	O=c1cc(C(F)F)oc2c1ccc1ccccc12	1.7	-14.4
112	C(=N\c1nc2ccccc2n1CCN1CCCCC1)/c1cccs1	9.6	1.8
113	CN(C)c1ccc(C=Nc2cnn(C)c2C(N)=O)cc1	-9.5	-8.0
114	COc1ccc(NC(C)=O)cc1NC(=O)CN1CCN(CC(=O)Nc2ccc(Cl)cc2)CC1	-8.7	-6.4
115	CCOc1ccc(NC(=O)CSc2n[nH]c(=O)n2-c2ccccc2)cc1	-5.7	-0.3
116	COc1ccc(NS(=O)(=O)c2cccc(C(=O)O)c2)cc1	-4.3	3.5
117	Cc1ccc(S(=O)(=O)Cc2ccc(C(=O)N3CCN(Cc4ccccc4)CC3)o2)cc1	.	3.4
118	COc1ccccc1OCc1nc(Cc2ccc(Cl)cc2)no1	2.0	-41.4
119	Cc1occc1-c1nnc(SCC(=O)N2CCOCC2)n1Cc1ccco1	-13.6	-9.0
120	CC(=O)c1c(N)n(C)c(=O)n(C)c1=O	10.8	-4.9
121	COc1cc(C(=O)Nc2ccccc2-c2nnn(CC(N)=O)n2)cc(OC)c1OC	-6.8	.
